14-3-3g Raf = alters human 14-3-3 gamma binding to Raf peptide; 160,000 tested, 0.19% active; P61981; inhibition, % at 40 µM; FP, 14-3-3gamma / TMR-pS259-Raf peptide binding; in the data active = inhibition above about 30%;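 note: 0% = protein plus tracer without compound and 100% = blank with tracer alone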
Target sequence (P61981 whole entry, looked up): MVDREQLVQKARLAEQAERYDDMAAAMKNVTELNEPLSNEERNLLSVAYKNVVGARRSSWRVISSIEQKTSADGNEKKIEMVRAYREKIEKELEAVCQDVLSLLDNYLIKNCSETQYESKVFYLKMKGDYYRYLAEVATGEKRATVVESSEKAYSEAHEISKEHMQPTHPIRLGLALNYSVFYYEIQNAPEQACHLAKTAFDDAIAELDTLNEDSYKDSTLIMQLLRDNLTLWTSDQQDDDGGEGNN
Starred values were filed as active, the others as inactive; & = joins results of further samples. A portion of the library, so the mix of outcomes need not match the whole.

14-3-3g Raf	Structure
-18	COC(=O)C1=C(C)NC(=S)NC1c1cc2c(cc1Br)OCO2 (stereo unspecified)
-10	CCOc1ccc(-n2cc(-c3ccc(OCC)c(Cl)c3)[nH]c2=O)cc1
1	COc1ccc(Cl)cc1NC(=O)C1=C(C)NC(=S)NC1c1ccccc1OC (stereo unspecified)
-8	Cc1ccc(-c2nnc(Nc3ccc4c(c3)ncn4C)c3ccccc23)cc1
1	O=C(CN1CCOCC1)Oc1cccc2cccnc12
-4	C=C(C)CN1CCN(c2c3c(c(C#N)c4nc5ccccc5n24)CCC3)CC1
-4	COc1ccc(NC(=O)c2c(C)cc(=O)oc2C)c(OC)c1
-10	CC(C)Cn1cc(C(=O)NCCC2=CCCCC2)c2c3ccccc3n(C)c2c1=O
-8	CC1(C)C([N+](=O)[O-])C(c2ccccc2O)NC(c2ccccc2O)C1[N+](=O)[O-] (stereo unspecified)
-4	Cc1ccc(Nc2c(-c3ccsc3)nc3c(C)cccn23)cc1
-7	O=c1[nH]c(CSc2nc3ccccc3s2)nc2ccccc12
-6	CCc1nc(NCCN(CC)CC)c(C#N)c2c1CCCC2
-1	CCc1ccc(NC(=O)CSc2n[nH]c(-c3cccc([N+](=O)[O-])c3)n2)cc1
-15	CCCc1cc2c(=O)c(-c3ccc(C(=O)OCC)o3)c(C)oc2cc1O
1	Cc1cc(NC(=O)c2cnn3cccnc23)nn1CC(=O)Nc1cccnc1
1	COc1cccc(C2C(C(=O)OC3CCCCCC3)=C(C)NC3=C2C(=O)CC(C)(C)C3)c1OC (stereo unspecified)
-6	CCOc1ccc(-n2c(SCc3ccc(Cl)cc3)nc3c(c2=O)SCC3)cc1
-12	Cc1ccc(-c2ccccc2)n1-c1ccc(F)cc1
2	Cc1cccc(N2C(=O)c3ccc(C(=O)Nc4ccc(Br)cc4)cc3C2=O)c1
-11	CC1(C2(O)CCCCC2)NCCc2ccccc21 (stereo unspecified)
-4	Cc1cccc(N2CCN(C(=O)CSc3cc(=O)n(C)c4ccccc34)CC2C)c1 (stereo unspecified)
7	Fc1ccc(OCCn2cc(C(=S)N3CCOCC3)c3ccccc32)cc1
-10	N#CCSCC(=O)Nc1ccc(F)cc1
-1	O=C(Nc1cc(C(F)(F)F)ccc1Cl)C1CC(=O)N(c2ccc(Br)cc2)C1 (stereo unspecified)
-7	CCCCNC(=O)c1cn(C2CCCC2)c(=O)c2c1c1ccccc1n2C
-6	COc1ccc(N(CC(=O)Nc2ccc(Br)cc2)S(=O)(=O)c2ccc(C)cc2)cc1OC
-6	CCc1ccccc1NC(=O)c1cc(S(=O)(=O)NCc2ccccc2Cl)ccc1F
2	CCCC(c1nnnn1CS(=O)(=O)c1ccc(C)cc1)N1CCN(c2ccc(F)cc2)CC1 (stereo unspecified)
3	COc1ccc(-c2nc(CSCC(=O)N3CCC(C(N)=O)CC3)c(C)o2)cc1OC
-4	Cc1cccc(NC(=O)c2ccc3c(=O)n(CC4CCCO4)c(=S)[nH]c3c2)c1 (stereo unspecified)
-52	CS(=O)(=O)Nc1cccc(C2=NN(C(=O)c3cccs3)C(c3ccco3)C2)c1 (stereo unspecified)
-3	CC1CCC(N2CC(=O)N(C3CC3)C(c3ccc(F)cc3)C2=O)CC1 (stereo unspecified)
-4	COc1ccccc1-n1cnnc1SCC(=O)Nc1cc(C(C)(C)C)nn1-c1ccccc1
0	O=[N+]([O-])c1ccc(O)c(C=Nc2ncn[nH]2)c1
-9	C=C(C)CSCc1nc2ccccc2[nH]1
8	CC1CN(C(=O)c2cccc3c2-c2ccccc2C3=O)CC(C)O1 (stereo unspecified)
-3	CCSc1nnc(NC(=O)CSc2nnc(-c3c[nH]c4ccccc34)n2C)s1
-8	COc1cc(OC)c(OC)cc1C=Cc1nc2cc3ccccc3cc2c(=O)n1-c1cccc(C)c1
6	CN(C)c1ccc(C2C3C(=O)N(c4cccc([N+](=O)[O-])c4)C(=O)C3ON2c2ccccc2)cc1 (stereo unspecified)
-8	Cc1nc2ccccc2n1CCC(=O)Nc1cccc(F)c1
-1	COc1cc(C2NC(=O)NC(C)=C2C(=O)OCC2CCCCC2)ccc1O (stereo unspecified)
-1	CCOC(=O)c1c(NC(=O)c2ccc(C(F)(F)F)cc2)sc2c1CCCC2
-3	CC1(O)N(CCCCCCN2C(=O)OC3(CCCCC3)C2(C)O)C(=O)OC12CCCCC2 (stereo unspecified)
-7	COc1ccccc1Cn1c(=S)[nH]c2cc(C(=O)NCCc3ccccc3)ccc2c1=O
-9	CC(C)C(C(=O)Nc1ccccc1[N+](=O)[O-])N1C(=O)c2ccccc2C1=O (stereo unspecified)
-14	O=C(NCc1ccco1)c1cc2c(s1)CCCCC2
-6	CCC1CCCCN1S(=O)(=O)c1ccc2[nH]c(=O)cc(C(=O)NC(C)CCc3ccccc3)c2c1 (stereo unspecified)
-15	O=C(O)CCc1ccc(-c2ccccc2)n1Cc1ccco1
-11	CC1CCc2c(sc(NC(=O)c3cccc(S(=O)(=O)Nc4ccccc4)c3)c2C#N)C1 (stereo unspecified)
-6	CCc1cccc(C)c1NC(=O)CCS(=O)(=O)c1ccc(OC)cc1

More compounds.
14-3-3g Raf	Structure
-12	CCCCNC(=O)c1cc(=O)[nH]c2ccc(S(=O)(=O)N3CCC(C)CC3)cc12
-9	N#Cc1cc2cc3c(cc2nc1N1CCOCC1)OCO3
-7	CC(=O)CC(C)(C)S(=O)(=O)c1ccc2ccccc2c1
-11	CN(C)CCN1C(=O)C(=O)/C(=C(/O)c2ccc(Cl)cc2)C1c1cccs1 (stereo unspecified)
0	O=c1c2ccccc2nc2n1CCS2
-1	COC(=O)CNC(=O)c1cc2c(=O)oc3ccccc3c2s1
5	O=C(NCC1CCS(=O)(=O)C1)Oc1ccccc1 (stereo unspecified)
-5&-6	CCN(CC)CCNC(=O)C1c2ccccc2C(=O)N(C)C1c1cn(C)c2ccccc12 (stereo unspecified)
-5	CCOC(=O)N1CCN(C(=O)c2ccc(CNS(=O)(=O)c3ccc(C)cc3)cc2)CC1
2	CCN(CC)c1ccc(NC(=O)CN2CCN(S(=O)(=O)c3cccc([N+](=O)[O-])c3)CC2)cc1
-2	CCOc1ccc(N2C(=O)CC(N3CCC(Cc4ccccc4)CC3)C2=O)cc1 (stereo unspecified)
-5&-1	Cn1nc(-c2ccc(N3CCOCC3)c(NC(=O)c3ccccc3)c2)c2ccccc2c1=O
0	CCOc1ccccc1-n1c(SCC(=O)NC2CCCC2)nnc1-c1ccoc1C
-8	CS(=O)(=O)N(CCc1ccccc1)CC(=O)NCc1ccccn1
-14	N#CC(C(=O)c1ccc(S(=O)(=O)N2CCCCCC2)cc1)c1nc2ccccc2[nH]1 (stereo unspecified)
-7	O=C(OCn1nnc2ccccc2c1=O)c1ccc2ncsc2c1
0	CCOC(=O)c1[nH]c2ccccc2c1NC(=O)Cc1ccc(OC)c(OC)c1
-11	CC1(C)NC(=O)N(CC(O)COc2ccc(Cl)cc2)C1=O (stereo unspecified)
-44	Cc1nc2nc(SCC(=O)Nc3cccc(Cl)c3C)nn2c(C)c1Cc1ccccc1F
-6	Cc1ccc(-c2noc(CNCCCN(C)C)n2)cc1
-8	CSc1nc2ccccc2n1CC(=O)Nc1ccccc1
-187	CCOC(=O)CSc1nc2ccccc2n1C(=O)OCC
3	COc1ccc2c3c(c(=O)oc2c1)CCC3
-8	Cn1c2ccc(Br)cc2c2nnc(SCN3C(=O)c4ccccc4C3=O)nc21
2	Cc1noc(/C=C/N(C)C)c1S(=O)(=O)N1CCCC(C(=O)NCCC2=CCCCC2)C1 (stereo unspecified)
-7	COc1ccc(C2Nc3ccccc3S(=O)(=O)N2Cc2ccccc2)cc1[N+](=O)[O-] (stereo unspecified)
-11	N=c1ncn(Cc2ccccc2)c2nc(SCc3ccccc3)[nH]c12
0	O=P1(O)C=C(c2ccccc2)NC(c2ccccc2)=C1
1	O=C(O)CCCC(=O)Nc1cccc(C(F)(F)F)c1
0	Cc1cc(NC(CC(C)C)C(=O)O)nc(Cc2ccccc2)n1 (stereo unspecified)
-21	O=C(c1cccc(F)c1)N1CCN(c2cc(N3CCCC3)c(F)cc2[N+](=O)[O-])CC1
0	O=C1c2ccncc2C(=O)N1CO
-18	CN1CCN(c2ccccc2NC(=O)c2cc(Br)ccc2Cl)CC1
4	Cn1c(=O)c2c(nc(CN3CCC(C(N)=O)CC3)n2CCc2ccccc2)n(C)c1=O
11	CCOc1ccc2nc(NC(=O)c3ccccc3O)sc2c1
-19	NS(=O)(=O)c1ccc(NC(=O)c2cc(-c3ccc(Br)s3)nc3ccccc23)cc1
1	CCC(=O)OCCn1c(=O)c2cc3c(=O)n(CCOC(=O)CC)c(=O)c3cc2c1=O
-2	CC(C)c1ccc(NC(=O)c2ccc(F)c(S(=O)(=O)N3CCCC3)c2)cc1
-5	CCC1CCCCN1CCCNC(=O)COc1cc(=O)n(C)c2ccccc12 (stereo unspecified)
-8	Cc1cccc(-n2nc([N+](=O)[O-])c(=NC3CCCC3)n2O)c1
-37	N#CC(C(=O)NCc1ccco1)c1nc2ccccc2nc1N1CCOCC1 (stereo unspecified)
-1&-2	COC(=O)c1ccccc1NC(=O)C1CCCCC1C(=O)O (stereo unspecified)
-2	CC1(C)SC2c3ccccc3C(=O)N2[C@@H]1C(=O)NCc1ccco1 (stereo partly specified)
-14	COc1ccc(-c2nc(-c3cc4c(ccc5ccccc54)oc3=O)cs2)cc1
-15	Cc1ccc2nc(SCc3cn4cccnc4n3)[nH]c2c1
-1	Cn1c(=O)[nH]c(=O)c2c1nc(N1CCN(c3ccccc3)CC1)n2CCSc1ncccn1
-2	Cc1ccc(-c2nnc(SCC(=O)N3CCC(C)CC3)o2)cc1
-8	Cc1noc(C)c1Sc1ccccc1[N+](=O)[O-]
4	CCC(=O)N1CCc2cc(S(=O)(=O)NCCC3=CCCCC3)ccc21
-5	COc1cccc(NC(=O)Cn2c(=O)n(-c3ccc(C)cc3)c(=O)c3cc(OC)c(OC)cc32)c1

Continuation:
14-3-3g Raf	Structure
5&-4	O=C(c1cccs1)N1CCC(N2CCN(c3ccccc3)CC2)CC1
-14&-1	COc1ccccc1OCc1nc2ccccc2[nH]1
-38	NC(=O)CSc1oc(-c2ccccc2)nc1S(=O)(=O)c1ccc(Cl)cc1
1	C[n+]1ccc(C=Cc2ccccc2O)c2ccccc21
-2	O=C(NCc1ccccc1)c1ccc(N2CC3CC(C2)c2cccc(=O)n2C3)c(NS(=O)(=O)c2ccc3c(c2)OCCO3)c1 (stereo unspecified)
-7&0	COc1ccc(C2C(C(C)=O)=C(C)Nc3ncnn32)cc1OC (stereo unspecified)
-6	CN1CCN(C(=O)c2ccc(COc3ccc(Cl)cc3Cl)cc2)CC1
8	O=C(Nc1ccccn1)N1CCOCC1
-49	CCCNC(=O)NCCC12CC3CC(CC(C3)C1)C2
-9	N#Cc1ccc(CSc2nnc(NC(=O)CN3C(=O)C4CC=CCC4C3=O)s2)cc1 (stereo unspecified)
-1	O=C1CN(c2ccccc2Cl)C(=O)CN1c1ccccc1Cl
-5	CCCSc1oc(-c2ccco2)nc1S(=O)(=O)c1ccccc1
-4	O=C(NCc1ccccc1)c1ccc(CS(=O)(=O)Cc2ccc(F)cc2)o1
-5	CC(=O)c1cnc(Nc2nc(C)c3ccccc3n2)nc1C
-3	Cc1cc2nnnn2c2ccccc12
-36	CCOC(=O)CN1C(=O)SC(C2SC(=O)N(CC(=O)OCC)C2=O)C1=O (stereo unspecified)
2	CCOC(=O)CC1C(=O)NCCN1Cc1cccc(OC)c1 (stereo unspecified)
-3	COc1ccc(OC)c(C(=O)CSc2nnc(-c3cccs3)o2)c1
0	Cc1ccc(S(=O)(=O)N2CCOCC2)cc1C(=O)NCc1ccco1
-5	COc1ccc(NC(C)=O)cc1NC(=O)CN1CCN(C2c3ccccc3-c3ccccc32)CC1

Two consecutive compounds already listed:
14-3-3g Raf	Structure
-5	CC(=O)c1cnc(Nc2nc(C)c3ccccc3n2)nc1C
-3	Cc1cc2nnnn2c2ccccc12

(continued)
14-3-3g Raf	Structure
-1	N#Cc1ccc(-c2csc(NC(=O)C3CC3)n2)cc1
10	O=C(O)CCN1C(=O)SC(Nc2cccc(C(=O)O)c2)C1=O (stereo unspecified)
-5	CCOC(=O)CNC(=O)CSc1ncnc2c1cnn2Cc1ccccc1
-2	CCOc1ccc(NC(=O)CCN2C(=O)c3cccc([N+](=O)[O-])c3C2=O)cc1
0	CCn1c(CCCNC(=O)Cc2ccccc2)nc2ccccc21

Molecules above that have fluorine, in the order listed:
14-3-3g Raf	Structure
-12	Cc1ccc(-c2ccccc2)n1-c1ccc(F)cc1
7	Fc1ccc(OCCn2cc(C(=S)N3CCOCC3)c3ccccc32)cc1
-10	N#CCSCC(=O)Nc1ccc(F)cc1
-1	O=C(Nc1cc(C(F)(F)F)ccc1Cl)C1CC(=O)N(c2ccc(Br)cc2)C1 (stereo unspecified)
-6	CCc1ccccc1NC(=O)c1cc(S(=O)(=O)NCc2ccccc2Cl)ccc1F
2	CCCC(c1nnnn1CS(=O)(=O)c1ccc(C)cc1)N1CCN(c2ccc(F)cc2)CC1 (stereo unspecified)
-3	CC1CCC(N2CC(=O)N(C3CC3)C(c3ccc(F)cc3)C2=O)CC1 (stereo unspecified)
-8	Cc1nc2ccccc2n1CCC(=O)Nc1cccc(F)c1
-1	CCOC(=O)c1c(NC(=O)c2ccc(C(F)(F)F)cc2)sc2c1CCCC2
-44	Cc1nc2nc(SCC(=O)Nc3cccc(Cl)c3C)nn2c(C)c1Cc1ccccc1F
1	O=C(O)CCCC(=O)Nc1cccc(C(F)(F)F)c1
-21	O=C(c1cccc(F)c1)N1CCN(c2cc(N3CCCC3)c(F)cc2[N+](=O)[O-])CC1
-2	CC(C)c1ccc(NC(=O)c2ccc(F)c(S(=O)(=O)N3CCCC3)c2)cc1
-4	O=C(NCc1ccccc1)c1ccc(CS(=O)(=O)Cc2ccc(F)cc2)o1
